p53 reactivation – qHTS assay for re-activators of p53 using a Luc reporter. H1299 p53-A138V BP100-luciferase reporter, luminescence, 24 h. Potency, µM (highest dose often 92.2 µM), for the others: top-dose activity change, positive = activation, usual class: activators. actives 0.063% (n = 320,000). AID 504706, 2011; further: % of control where 0% means no effect; nearly all actives have a fitted effect of over 45% in size
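H1299 (p53-null), stable ts p53-A138V + BP100-Luc; 1000 cells/well, Opti-MEM/10% FBS; cpd 4 pt, 1:5; 24 h, 37 deg C, 5% CO2; detection reagent 10 min RT; luminescence.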
MBNL1-CUG inh – qHTS Assay for Inhibitors of MBNL1-poly(CUG) RNA binding; Muscleblind-like protein 1 (Homo sapiens), Q9NR56; Potency, µM (titrated, usually from 57.5 µM), without a hit: top-dose activity change, negative = inhibition, usual class: inhibitors; actives 0.036% (n = 280,000); TR-FRET MBNL1-His/biotin-(CUG)12 binding, 665/545 ratio; active means well fitted inhibition curve with a large enough effect in the signal ratio, with a control signal flat, not every such curve was filed as active; inconclusive means small, poorly fitted or top-dose-only effect, or effect the other way, or a change in a side signal; inactive means no such curve, though single readings can be large or run the other way; the % refers to the signal ratio; further: on the % scale 0 is the no-effect control and ±100 the full control effect
Target sequence (Q9NR56 whole entry, looked up): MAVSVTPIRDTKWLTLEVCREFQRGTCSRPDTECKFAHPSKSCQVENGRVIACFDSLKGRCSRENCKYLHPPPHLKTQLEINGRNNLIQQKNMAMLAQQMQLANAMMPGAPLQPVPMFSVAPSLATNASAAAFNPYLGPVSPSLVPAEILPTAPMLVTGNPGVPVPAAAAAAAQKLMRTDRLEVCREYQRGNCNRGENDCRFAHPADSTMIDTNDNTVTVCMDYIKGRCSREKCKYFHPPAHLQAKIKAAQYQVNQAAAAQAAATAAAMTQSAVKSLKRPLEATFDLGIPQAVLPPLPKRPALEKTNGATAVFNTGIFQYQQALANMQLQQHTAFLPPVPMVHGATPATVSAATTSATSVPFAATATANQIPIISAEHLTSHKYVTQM
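Inhibition of protein-RNA binding appears as loss of TR-FRET between terbium anti-His antibody on MBNL1-His and streptavidin-XL665 on biotin-(CUG)12. Activity is normalized to buffer-only and uninhibited-complex controls.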
VP16 counter – VP16 counterscreen qHTS for inhibitors of ROR gamma transcriptional activity; Potency, µM (top dose mostly 53.6 µM), without a hit: at the highest dose activity, negative = inhibition, hits mostly inhibitors; AID 2546, 2010; actives 3.5% (n = 310,000); Drosophila S2 Gal4-VP16 UAS-luciferase, luminescence, 20 h;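 further: Gal4-VP16 expression switched on by copper sulfate through the metallothionein promoter; on the % scale 0 is the no-effect control and ±100 the full control effect; nearly all actives have a fitted effect of over 50% in size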
Rab9 prom act – qHTS Assay for Rab9 Promoter Activators; Huh7 Rab9 promoter-luciferase reporter, luminescence, 24 h; Potency, µM (doses to about 9.22 µM), without a hit: at the top dose activation, negative = inhibition, usual class: activators; actives 2.8% (n = 320,000); AID 485297, 2010; further: % of control where 0% means no effect; nearly all actives have a fitted effect of over 60% in size
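Quantitative HTS format; Huh7 Rab9-luciferase reporter cells (1500/well) receive compound 2 h post-plating, incubate 24 h at 37 °C, then get luciferase reagent for 10 min before luminescence reading.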
ELG1 genotox – qHTS screen for small molecules that induce genotoxicity in human embryonic kidney (HEK293T) cells expressing luciferase-tagged ELG1; HEK293T ELG1-luciferase reporter, luminescence, 16 h; Potency, µM (titrated, usually from 46 µM), for the others: at the highest dose activity change, positive = activation, hits mostly activators; actives 1.3% (n = 330,000); AID 504466, 2011; further: % of control where 0% means no effect; nearly all actives have a fitted effect of over 60% in size
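Screening used a luciferase reporter fused to human ELG1 in HEK293T cells. Luminescence was read on a CCD plate imager after 16 hr exposure and 30 min ONE-Glo incubation.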
FLuc modulator – qHTS profiling assay for firefly luciferase inhibitor/activator using purifed enzyme and Km concentrations of substrates (counterscreen for miR-21 project); Potency, µM (doses to about 57.5 µM), inactives show at the highest dose activity change, negative = inhibition, usual class: inhibitors; purified FLuc, Km substrates, luminescence inhibition; actives 6.9% (n = 360,000);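 further: plate controls were vehicle for no effect and reference inhibitor for full effect; nearly all actives have a fitted effect of over 55% in size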
Target sequence (P08659 whole entry, looked up): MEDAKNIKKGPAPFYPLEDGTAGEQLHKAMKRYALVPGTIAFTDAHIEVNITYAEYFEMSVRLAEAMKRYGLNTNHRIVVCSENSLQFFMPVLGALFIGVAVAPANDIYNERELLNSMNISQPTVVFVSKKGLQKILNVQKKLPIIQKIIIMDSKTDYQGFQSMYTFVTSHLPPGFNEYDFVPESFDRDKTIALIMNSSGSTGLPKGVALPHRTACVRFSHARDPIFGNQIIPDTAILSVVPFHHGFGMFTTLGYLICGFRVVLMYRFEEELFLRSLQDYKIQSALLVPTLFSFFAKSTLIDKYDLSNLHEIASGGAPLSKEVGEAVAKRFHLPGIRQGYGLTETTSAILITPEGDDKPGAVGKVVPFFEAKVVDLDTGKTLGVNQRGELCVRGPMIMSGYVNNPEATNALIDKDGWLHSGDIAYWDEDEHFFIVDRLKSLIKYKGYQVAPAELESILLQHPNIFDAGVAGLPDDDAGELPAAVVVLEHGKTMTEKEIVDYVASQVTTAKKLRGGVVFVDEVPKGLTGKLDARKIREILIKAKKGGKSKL
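Purified P. pyralis luciferase (10nM final) with 10uM D-luciferin and 10uM ATP (Km levels) in 50mM Tris acetate pH 7.5, 10mM Mg acetate, 0.01% Tween-20, 0.05% BSA; qHTS 6-point titration, ~60 µM downward; luminescence read.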
MLL CXXC-DNA inh – qHTS Fluorescence Polarization Assay for Inhibitors of MLL CXXC domain - DNA interaction | Histone-lysine N-methyltransferase 2A (Homo sapiens), Q03164 | Potency, µM (top dose mostly 115 µM), for inactives: at the highest dose activity change, negative = inhibition, actives largely listed as inhibitors | MLL-CXXC / FITC-HOXA9 DNA fluorescence polarization | actives 0.037% (n = 290,000); active means well fitted inhibition curve with a large enough effect in the polarisation, with a control signal flat, not every such curve was filed as active; inconclusive means small, poorly fitted or top-dose-only effect, or effect the other way, or a change in a side signal; inactive means no such curve, though single readings can be large or run the other way; the % refers to the polarisation
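Steps: dispense CXXC domain solution (7 uM) → pin compounds or unlabeled HOX-A9 DNA control → 5 min ambient → add FLSN-HOX-A9 solution (50 nM) → spin → 30 min ambient → fluorescence polarization. Tris pH 7.5/NaCl/DTT/BSA buffer.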
NPC1 prom act – qHTS Assay for NPC1 Promoter Activators. Huh7 NPC1 promoter luciferase reporter, 24 h. Potency, µM (series often up to 9.22 µM), for the others: at the top dose activation, actives largely listed as activators. actives 2.4% (n = 320,000). AID 485313, 2010;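 further: % of control where 0% means no effect; nearly all actives have a fitted effect of over 60% in size; reporter is driven by a mutant NPC1 promoter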
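Luminescence read-out of NPC1 promoter-driven luciferase in stably transfected Huh7 cells; compounds delivered in DMSO and left 24 h at 37C, 5% CO2, qHTS titration format.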
RORg inh – qHTS for inhibitors of ROR gamma transcriptional activity | AID 2551, 2010 | Potency, µM (series often up to 53.6 µM), inactives show at the top dose activity change, negative = inhibition, actives largely listed as inhibitors | Nuclear receptor ROR-gamma (Mus musculus), P51450 | actives 5.4% (n = 310,000) | Drosophila S2 Gal4-RORgamma UAS-luciferase reporter, 20 h; further: on the % scale 0 is the no-effect control and ±100 the full control effect; nearly all actives have a fitted effect of over 60% in size
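A Gal4/UAS one-hybrid system in insect cells: metallothionein-promoter Gal4–ROR gamma fusion plus Photinus luciferase reporter. Copper sulfate 700 uM final, 20 hr ambient incubation, luminescent detection after 10 min with reagent.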
BRCA1 expr up – qHTS Assay to Identify Small Molecule Activators of BRCA1 Expression. MCF7-BRCA1-FFLuc reporter, luminescence, 48 h; response scale: scaled: vehicle 0%, 10 µM genistein 100%. Potency, µM (top dose mostly 46.1 µM), inactives show at the top dose activation, hits mostly activators. actives 1.1% (n = 380,000). AID 624202, 2012; further: nearly all actives have a fitted effect of over 80% in size; some results filed as inactive show a strong effect at the top dose
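Quantitative HTS in MCF7 cells stably reporting BRCA1 expression via firefly luciferase. Compound treatment lasts 48 h at 37 °C in phenol-red free MEM. Activation is expressed relative to genistein at 10 microM and DMSO.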
uPA generation – qHTS for Inhibitors of Cell Surface uPA Generation; actives 0.31% (n = 330,000); cell surface uPA generation assay, qHTS; Potency, µM (doses to about 38.3 µM), inactives show at the top dose activity change, negative = inhibition, actives largely listed as inhibitors; active means well fitted inhibition curve with a large enough effect; inconclusive means small, poorly fitted or top-dose-only effect; inactive means no such curve, though single readings can be large or run the other way; tested in mouse RAW 264.7 cells; further: on the % scale 0 is the no-effect control and ±100 the full control effect; nearly all actives have a fitted effect of over 55% in size
Active calls of the source: *; ? = inconclusive; nt = no result given; & = joins results of further samples; [ ] = dose if it differs, or a comment. Unless noted, the call rests on the fitted dose curve; in most records, active means well fitted curve in the direction sought with a large enough effect; inconclusive means small, poorly fitted or top-dose-only effect, or another doubt; inactive means no such curve, though single readings can be large; an effect the other way counts as inactive or inconclusive. Potency means the concentration at half of the fitted maximal effect. The list is partial, so the mix of outcomes need not match the whole.

SMILES	p53 reactivation	MBNL1-CUG inh	VP16 counter	Rab9 prom act	ELG1 genotox	FLuc modulator	MLL CXXC-DNA inh	NPC1 prom act	RORg inh	BRCA1 expr up	uPA generation
COc1ccc(C)cc1Nc1nc(-c2ccccc2O)nc2ccccc12	0%	21%	-6%	-7%[1.84 µM]	-3%	3%	?	-4%	1%	-19%	-1%
Cc1sc(NC(=O)c2ccco2)nc1-c1ccccc1	?	?	?	1.6µM*	?	2.1µM*	-1%	3.5µM*	?	0%	-2%
CC(C)(C)NCC(O)CON=C1c2ccccc2-c2ccccc21 (stereo not drawn)	-9%	15%	3%	4%	-3%	4%	5%	-2%	-22%	-36%	-16%
COC(=O)C1CCN(C(=O)c2ccc(OC3CCN(Cc4ccccn4)CC3)cc2)CC1	8%	-10%	3%	-2%	0%	-3%	-8%	-1%	11%	-2%	7%
COc1ccc(-n2cc(CN(C)C3CCOCC3)c(-c3cccc(F)c3)n2)cc1	-4%	5%	1%	-7%	0%	0%	-12%	-5%	-6%	-5%	-4%
COc1cccc(-c2noc(CCC(=O)NCCc3ccccc3)n2)c1	-7%	-8%	9%	-3%	2%	?	3%	-3%	?	-43%	9%
Cc1nnc2sc(SCC(=O)Nc3ccc(Br)cc3)nn2c1=O	-1%	20%	9%	-5%	-2%	-1%	1%	7%	-24%	-12%	-12%
CCC1(c2ccccc2)NC(=O)N(CC(=O)Nc2ccccc2C(=O)N2CCCCC2)C1=O (stereo not drawn)	-5%	nt	nt	-2%	-1%	3%	nt	3%	nt	-4%	11%
O=C(N/N=C/c1cc([N+](=O)[O-])ccc1O)/C(=C\c1cccs1)NC(=O)c1ccccc1	16%	nt	10µM*	9%	14%	0%	6%	1%	11µM*	-75%	-2%
Cc1sc2ncnc(N(C)CCc3ccccn3)c2c1C	3%	-6%	2%	0%	-2%	-1%	-24%	-3%	-7%	25%	5%
Cc1cc(C)n2nc(S(=O)(=O)N(C)Cc3ccccc3)nc2n1	-5%	2%	3%	-8%	2%	3%	-2%	-3%	-45%	11%	1%
COc1cccc(CNC(=O)CCCn2ccc3cc(S(=O)(=O)N4CCCC4)ccc32)c1	-3%	-1%	2%	-5%	-10%	-8%	18%	-1%	22%	-24%	-7%
COc1ccccc1OC(C)C(=O)Nc1ccc(S(=O)(=O)Nc2nccs2)cc1 (stereo not drawn)	3%	-3%	2%	1%	1%	0%	11%	-2%	19%	-13%	6%
CCN=C1S/C(=C/c2ccc(-c3ccc(F)cc3)o2)C(=O)N1CC	2%	5%	-9%	-3%	-5%	2%	52%[activator]	-1%	-23%	-11%	-5%
CC(=O)N1c2ccc(S(=O)(=O)N3CCC(C(=O)NCc4ccc(Cl)cc4)CC3)cc2CC1C (stereo not drawn)	-5%	-1%	-21%	9%	-1%	1%	0%	5%	?	-31%	-4%
O=C(COc1ccccc1)NC(=S)Nc1ccc(Br)cn1	-4%	16%	?	-6%	-3%	1%	-12%	1%	13µM*	-5%	3%
Cc1cccc(NCC(=O)N/N=C\c2ccccn2)c1	-1%	18%	6%	-5%	-5%	-1%	-8%	0%	2%	-16%	nt
Oc1cccc(C=Nc2cccc3ccccc23)c1O	2%	30%	13µM*	10%	10%	?	-30%	-2%	11µM*	-87%	-8%
CC(=O)N1C(=O)/C(=C2\SC(=S)N(c3c(C)n(C)n(-c4ccccc4)c3=O)C2=O)c2ccccc21	-7%	-4%	-11%	-3%	1%	1%	-14%	-4%	-31%	11%	-2%
O=C(CCN(NC(=O)c1ccccc1)C1=NS(=O)(=O)c2ccccc21)NC1CCCCC1	-11%	nt	-3%	1%	-1%	2%	16%	6%	?	7%	-1%
O=C(NN=C1CCC(c2ccccc2)CC1)c1ccccc1-n1cccc1 (stereo not drawn)	-11%	-12%	2%	-7%	-3%	-6%	3%	-1%	-14%	1%	0%
CS(=O)(=O)N(CC(=O)Nc1ccccc1)Cc1ccc(Cl)cc1	-5%	-2%	3%	2%	0%	4%	-12%	-1%	13%	-5%	nt
Cc1ccc(NC(=O)CCC(=O)NNC(=O)C(C)(C)C)c(C)c1	-1%	-5%	-3%	0%	-3%	5%	-6%	-2%	0%	20%	-7%
CCC(=O)Nc1cccc(C(=O)OCc2cccc([N+](=O)[O-])c2)c1	-9%	?	10%	-1%	0%	-16%	2%	-5%	?	58%	6%
CC(C)N1CN(c2ccccc2)C(=S)N(c2ccccc2)C1	7%	1%	-13%	-1%	-4%	0%	7%	-3%	?	0%	-1%

Three structures already listed, arranged by heavy-atom count, rising.
SMILES	p53 reactivation	MBNL1-CUG inh	VP16 counter	Rab9 prom act	ELG1 genotox	FLuc modulator	MLL CXXC-DNA inh	NPC1 prom act	RORg inh	BRCA1 expr up	uPA generation
Cc1cccc(NCC(=O)N/N=C\c2ccccn2)c1	-1%	18%	6%	-5%	-5%	-1%	-8%	0%	2%	-16%	nt
O=C(COc1ccccc1)NC(=S)Nc1ccc(Br)cn1	-4%	16%	?	-6%	-3%	1%	-12%	1%	13µM*	-5%	3%
CS(=O)(=O)N(CC(=O)Nc1ccccc1)Cc1ccc(Cl)cc1	-5%	-2%	3%	2%	0%	4%	-12%	-1%	13%	-5%	nt

(continued)
SMILES	p53 reactivation	MBNL1-CUG inh	VP16 counter	Rab9 prom act	ELG1 genotox	FLuc modulator	MLL CXXC-DNA inh	NPC1 prom act	RORg inh	BRCA1 expr up	uPA generation
O=C(N/C(=C/c1ccc(Br)cc1)C(=O)N1CCOCC1)c1ccco1	nt	10%	nt	6%	0%	0%	-2%	0%	nt	-1%	5%
CCOc1cccc(/C=C2\NC(=S)N(c3ccccc3)C2=O)c1O	?	?	-6%	?	12%	5.4µM*	3%	1%	-6%	-40%	10%
O=C(CNC(=O)c1cccs1)Nc1ccc2c(c1)OCCO2	10%	nt	nt	1.1µM*	1.6µM*	6µM*	nt	1.3µM*	nt	-10%	?
Cc1cc(C)nc(SCC(=O)Nc2ccc(S(=O)(=O)Nc3nccs3)cc2)n1	4%	-5%	nt	-4%	-3%	3%	0%	-1%	-3%[0.365 µM]	1%	4%
Cc1ccccc1CNC(=O)CC1C(=O)NCCN1CC1CCCCC1 (stereo not drawn)	-3%	-8%	-11%	-9%	-3%	3%	6%	0%	4%	-17%	1%
CCOC(=O)N1CCC(NC(=O)C2CCN(C(=O)c3cc4oc(C)cc4n3Cc3c(F)cccc3Cl)CC2)CC1	-2%	2%	?	-7%	-9%	-3%	0%	-8%	?	-46%	-10%
Cn1c(=NC(=O)C2CCN(S(=O)(=O)c3cccs3)CC2)sc2ccccc21	10%	1%	9%	0%	0%	-10%	0%	0%	?	-25%&-22%	1%&4%
CN(C)/C=C/C(=O)c1ccc(-n2cccc2)cc1	16%	23%	-13%	2.8µM*	?	11µM*	13%	3.5µM*	2%	7.9µM*	?
Cc1cc2c(c(=O)o1)C(c1cccs1)C(C#N)=C(N)O2 (stereo not drawn)	16%	nt	?	-4%	3%	-2%	-6%	-4%	14µM*	-21%	-10%
Cc1cccc(N(C)c2cc(C)nc3nc(C)nn23)c1	-10%	8%	1%	0%	0%	3%	-2%	-4%	-17%	-11%	?

Record cards (already shown). Order of values: p53 reactivation, MBNL1-CUG inh, VP16 counter, Rab9 prom act, ELG1 genotox, FLuc modulator, MLL CXXC-DNA inh, NPC1 prom act, RORg inh, BRCA1 expr up, uPA generation
Cc1cccc(N(C)c2cc(C)nc3nc(C)nn23)c1 in the list: -10%, 8%, 1%, 0%, 0%, 3%, -2%, -4%, -17%, -11%, ?
CCOc1cccc(/C=C2\NC(=S)N(c3ccccc3)C2=O)c1O in the list: ?, ?, -6%, ?, 12%, 5.4µM*, 3%, 1%, -6%, -40%, 10%
Cn1c(=NC(=O)C2CCN(S(=O)(=O)c3cccs3)CC2)sc2ccccc21 in the list: 10%, 1%, 9%, 0%, 0%, -10%, 0%, 0%, ?, -25%&-22%, 1%&4%

Compound activity: PubChem, National Center for Advancing Translational Sciences (NCATS)
